Source: PubChem BioAssay
Pol eta inh: qHTS for Inhibitors of Polymerase Eta; DNA polymerase eta (Homo sapiens), Q9Y253; recombinant Pol eta, fluorescent DNA replication assay; Potency, µM (highest dose often 114 µM), for inactives: at the highest dose activity change, negative = inhibition, usual class: inhibitors; 1.2% of 390,000 active; further: on the % scale 0 is the no-effect control and ±100 the full control effect
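Pol eta at 10 nM preincubated with compounds 15 min at room temperature; reaction started with fluorescent substrate (50 nM final) and read kinetically at 0 and 10 min.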
POLB inh: qHTS Assay for Inhibitors of DNA Polymerase Beta; AID 485314, 2010; P06746; Potency, µM (doses to about 114 µM), for the others: top-dose activity change, negative = inhibition, actives largely listed as inhibitors; Pol beta primer extension/strand displacement, fluorescence kinetic; 1.3% of 340,000 active; further: on the % scale 0 is the no-effect control and ±100 the full control effect
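Reaction started by 50 nM substrate onto compound-treated Pol beta (10 nM, 15 min preincubation, room temperature); plates read at 0 min and 10 min. Normalized concentration-effect data fitted by four-parameter Hill equation.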
BAZ2B block: qHTS Assay for Inhibitors of BAZ2B; Potency, µM (doses to about 114 µM), for inactives: at the highest dose activity change, negative = inhibition, hits mostly inhibitors; AlphaScreen BAZ2B-H3K14Ac peptide displacement; 4.4% of 360,000 active; Bromodomain adjacent to zinc finger domain protein 2B (Homo sapiens), Q9UIF8; AID 504333, 2011; further: on the % scale 0 is the no-effect control and ±100 the full control effect; nearly all actives have a fitted effect of over 60% in size
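BAZ2B (50 nM) with biotin-H3(5-23)K14Ac peptide (50 nM) in PBS pH 7.4, 0.01% Tween-20, preformed 30 min, then compound 30 min at room temperature; top concentration 110uM. AlphaScreen streptavidin donor/nickel chelate acceptor beads (10 ug/mL final), 20 min dark, signal read.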
POLK inh: qHTS for Inhibitors of Polymerase Kappa. purified Pol kappa, fluorescent DNA synthesis assay, 10 min. Potency, µM (titrated, usually from 107 µM), for inactives: at the top dose activity, negative = inhibition, hits mostly inhibitors. 0.53% of 400,000 active. AID 588579, 2011; further: on the % scale 0 is the no-effect control and ±100 the full control effect
Target sequence (Q9UBT6 whole entry, looked up): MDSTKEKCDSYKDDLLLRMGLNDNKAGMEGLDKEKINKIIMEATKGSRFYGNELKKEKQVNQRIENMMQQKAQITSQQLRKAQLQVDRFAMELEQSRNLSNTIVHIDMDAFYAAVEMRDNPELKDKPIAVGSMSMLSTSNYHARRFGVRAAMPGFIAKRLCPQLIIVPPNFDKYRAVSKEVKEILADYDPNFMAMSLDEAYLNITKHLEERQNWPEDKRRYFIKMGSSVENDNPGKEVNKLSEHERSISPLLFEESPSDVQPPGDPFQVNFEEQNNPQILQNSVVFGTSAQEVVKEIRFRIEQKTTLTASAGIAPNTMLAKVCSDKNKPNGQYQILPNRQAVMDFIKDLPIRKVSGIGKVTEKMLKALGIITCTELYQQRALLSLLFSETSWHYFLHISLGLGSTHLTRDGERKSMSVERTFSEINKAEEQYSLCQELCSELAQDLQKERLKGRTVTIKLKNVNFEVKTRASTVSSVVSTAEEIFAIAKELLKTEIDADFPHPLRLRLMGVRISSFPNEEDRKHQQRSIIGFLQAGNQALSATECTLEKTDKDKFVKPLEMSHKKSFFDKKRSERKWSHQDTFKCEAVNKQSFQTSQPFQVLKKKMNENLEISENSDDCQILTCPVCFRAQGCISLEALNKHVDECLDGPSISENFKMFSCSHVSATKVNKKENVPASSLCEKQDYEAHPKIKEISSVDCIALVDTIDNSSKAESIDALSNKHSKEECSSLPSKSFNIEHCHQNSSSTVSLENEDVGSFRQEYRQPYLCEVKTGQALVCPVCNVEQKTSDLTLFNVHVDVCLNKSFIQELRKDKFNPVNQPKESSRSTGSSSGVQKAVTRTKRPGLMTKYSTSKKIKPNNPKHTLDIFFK
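Fluorescent qHTS in 1536-well format: enzyme (10 nM) and compound sat 15 min at room temperature before 50 nM substrate (final) was added. Signal taken at 0 and 10 min; no-enzyme buffer wells were negative controls.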
Anesthetic bind: qHTS Assay for Identification of Novel General Anesthetics; apoferritin/1-aminoanthracene competitive binding, fluorescence; Potency, µM (top dose mostly 77.5 µM), inactives show top-dose activity change, negative = displacement, usual class: inhibitors; 0.074% of 350,000 active; AID 485281, 2010; further: on the % scale 0 is the no-effect control and ±100 the full control effect; nearly all actives have a fitted effect of over 20% in size
Target sequence (P02791 2-175 limits assumed): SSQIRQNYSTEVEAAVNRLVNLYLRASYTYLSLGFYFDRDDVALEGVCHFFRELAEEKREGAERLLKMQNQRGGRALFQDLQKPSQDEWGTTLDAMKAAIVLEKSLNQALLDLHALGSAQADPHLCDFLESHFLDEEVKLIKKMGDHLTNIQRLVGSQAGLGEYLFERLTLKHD
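Probe: 1-aminoanthracene (50% saturated, PBS). Protein: horse-spleen apoferritin, 10 uM. Incubation: 10 min, room temperature. Detection: 380 nm excitation, 535 nm emission. Analysis: normalized response, four-parameter Hill.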
G9a inh: qHTS Assay for Inhibitors of Histone Lysine Methyltransferase G9a; G9a H3K9 monomethylation, AlphaScreen, 2 h; Potency, µM (doses to about 102 µM), without a hit: at the highest dose activity, negative = inhibition, usual class: inhibitors; 8.8% of 350,000 active; further: on the % scale 0 is the no-effect control and ±100 the full control effect; nearly all actives have a fitted effect of over 75% in size
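Quantitative HTS format: methyltransferase activity on a biotin-tagged H3K9 peptide is measured by AlphaScreen, using a rabbit anti-monomethyl-H3K9 antibody with streptavidin donor and anti-IgG acceptor beads. Final levels are 20 nM enzyme, 500 nM peptide, 20 uM SAM; 2 h RT.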
POLI inh: qHTS for Inhibitors of Polymerase Iota. DNA polymerase iota (Homo sapiens), Q9UNA4. Pol iota fluorescent replication assay, 10 min. Potency, µM (titrated, usually from 115 µM), inactives show at the top dose activity, negative = inhibition, usual class: inhibitors. 1% of 390,000 active
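Pol iota at 10 nM preincubated 15 min with compounds at room temperature; reaction started with fluorescent substrate, 50 nM final. Fluorescence read kinetically at 0 and 10 min; buffer-only wells as negative control.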
BLM inh: qHTS Assay for Inhibitors of Bloom's syndrome helicase (BLM) | 0.2% of 350,000 active | Potency, µM (series often up to 56.1 µM), for inactives: top-dose activity change, negative = inhibition, actives largely listed as inhibitors | RecQ-like DNA helicase BLM (Homo sapiens), P54132 | recombinant BLM DNA unwinding, fluorescence dequenching;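 further: plate controls were vehicle for no effect and no enzyme for full effect; nearly all actives have a fitted effect of over 35% in size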
APEX1 inh: qHTS Assay for Inhibitors of the Human Apurinic/apyrimidinic Endonuclease 1 (APE1); 0.35% of 350,000 active; DNA repair nuclease/redox regulator APEX1 (Homo sapiens), P27695; Potency, µM (series often up to 65.8 µM), for inactives: top-dose activity change, negative = inhibition, hits mostly inhibitors; recombinant APE1, TAMRA/BHQ-2 abasic DNA cleavage fluorescence;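 further: plate controls were vehicle for no effect and reference inhibitor for full effect; nearly all actives have a fitted effect of over 55% in size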
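Substrate: short duplex with […] THF abasic site, 5'-TAMRA and 3'-BHQ-2, 50 nM final. APE1 at 0.75 nM, preincubated 15 min RT with compound. Fluorescence increase from first to third read measured activity.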
Numbers without * were called inactive; ? = inconclusive; nt = not tested or not shown; [ ] = dose if it differs, or a comment. The call rests on the fitted dose curve; in most records, active means well fitted curve in the direction sought with a large enough effect; inconclusive means small, poorly fitted or top-dose-only effect, or another doubt; inactive means no such curve, though single readings can be large; an effect the other way counts as inactive or inconclusive. Potency means the concentration at half of the fitted maximal effect. A portion of the library. The share of hits here may be higher or lower than overall.

SMILES	Pol eta inh	POLB inh	BAZ2B block	POLK inh	Anesthetic bind	G9a inh	POLI inh	BLM inh	APEX1 inh
CC(=O)NC1=NN(C(C)=O)C(c2sccc2C)S1 (stereo not drawn)	-3%	2%	2%	-13%	-6%	7%	16%	-3%	4%
O=C(Nc1nnc(SCc2ccc(F)cc2)s1)c1ccc2c(c1)C(=O)N(c1ccccc1Cl)C2=O	-12%	0%	4%	5%	-11%	?	1%	-3%	8%
COCCNC(=O)COc1ccccc1C	0%	8%	4%	-9%	-13%	-1%	6%	-2%	0%
C=CCOCCN(CCOCC=C)C1=NS(=O)(=O)c2ccccc21	-8%	-3%	-6%	-29%	-6%	6%	?	-1%	2%
NC(=O)Cc1nc(-c2ccc(Br)cc2)cs1	-21%	17%	9%	-2%	-14%	23%[59 µM]	32%[activator]	1%	1%
O=C(c1ccccn1)N1CCN(c2cccc(C(F)(F)F)c2)CC1	-12%	30%	nt	2%	-7%	1%	-12%	-5%	-2%
O=C(Cn1c(-c2cscn2)nc2ccccc21)Nc1ccccc1F	-17%	5%	8%	-9%	-2%	nt	7%	-3%	-4%
O=C(COC(=O)C1=COCCO1)NC(=O)c1ccc(OC(F)F)cc1	-16%	-4%	-2%	-8%	-2%	-30%	111%[activator]	-4%	1%
CCCc1nn2c(=O)cc(COC(=O)c3ccc(NC(=O)C4CCCCC4)cc3)nc2s1	1%	-3%	-9%	-7%[60.1 µM]	-4%	-3%[12.7 µM]	16%	-1%	nt
O=C1OCCC1Sc1ncnc2sccc12 (stereo not drawn)	-11%	6%	-4%	-15%	-12%	?	7%	4%	1%
CN(CC(=O)N1CCCCC1)S(=O)(=O)c1cccc2cccnc12	-10%	6%	-6%	9%	-2%	?	12%	-1%	6%
CC1CCCCN1C(=O)CCNS(=O)(=O)c1ccc2c(c1)c(=O)n(C)c(=O)n2C (stereo not drawn)	-20%	-7%	-12%	-1%	-7%	16%	47%[activator]	2%	10%
Cc1noc(C)c1C(=O)N1CCC2(CCCN(Cc3nccs3)C2)CC1	nt	nt	nt	-3%[60.1 µM]	nt	0%[12.7 µM]	nt	2%	5%
CN(C)/N=C/c1cc([N+](=O)[O-])ccc1O	-10%	57%[activator]	?	4%	-8%	-30%	35%[activator]	0%	?
O=C(NCc1ccccc1)c1c[nH]c2ccccc2c1=O	1%	0%	0%	-8%	-8%	12%	-14%	-4%	23%
Cc1cccc(N(C(=O)c2snc(C(N)=O)c2N)C(C)C(=O)NCC2CCCO2)c1 (stereo not drawn)	0%	2%	-13%	-12%	-4%	17%	79%[activator]	1%	2%
CCOC(=O)c1cnc2ncnn2c1N	-7%	-22%	-12%	1%	-3%	-31%	16%	0%	1%
COc1cccc(NC(=O)CN2CCN(CC(=O)Nc3ccccc3Cl)CC2)c1	-22%	-1%	1%	-6%	4%	35µM*	36%[activator]	-4%	26%
O=C(Nc1nonc1-c1ccc(F)cc1)c1ccco1	-2%	29%	-2%	-11%	-5%	-7%	-12%	0%	33%
CCCOc1ccc(CCC(=O)O)cc1	-22%	35%	8%	2%	-7%	nt	6%	2%	11%
CCc1nn(CC(=O)N2CCN(c3cccc(C)c3C)CC2)c(=O)c2cc3occc3n12	-10%	-12%	-1%	-8%	-4%	-8%[59 µM]	-6%	-3%	nt
O=C(NC1CCCCC1)C(c1ccccn1)N(C(=O)c1csnn1)c1ccccc1 (stereo not drawn)	-19%	39%	1%	3%	1%	51%	54%[activator]	1%	-1%
O=C(CCCN1C(=O)/C(=C/c2cccs2)SC1=S)Nc1ccc(C(=O)O)cc1	-15%	28%	?	0%	-7%	?	101%[activator]	-4%	19%
COc1ccc(Cc2nnc(NC(=O)c3cc(OC)c(OC)c(OC)c3)s2)cc1OC	-16%	56%	-11%	-7%	-14%	nt	-6%	-1%	4%
CCCCNC(=O)N1CCN(c2ccnc3cc(Cl)ccc23)CC1	?	2%	2%	-3%	-12%	-35%	28µM*	1%	-12%
Cc1c(N2C(=O)SC(CC(=O)O)C2=O)c(=O)n(-c2ccccc2)n1C (stereo not drawn)	4%	28%	-32%	-3%	-5%	?	-5%	-1%	-5%
O=C(Nc1cc(S(=O)(=O)N2CCOCC2)ccc1N1CCCC1)C1CC1	-5%	-1%	-21%	-1%	3%	40µM*	-2%	1%	-1%
CCOc1ccc(NC(=O)COC(=O)c2ccc(S(=O)(=O)N3CCOCC3)cc2)cc1	-17%	nt	nt	-2%	nt	nt	33%[activator]	nt	-14%
Cc1cccc(-n2c(N)cc(=O)nc2SCC(=O)Nc2ccccc2)c1	-3%	1%	-24%	-4%	-22%	0%	5%	-7%	-1%
CS(=O)(=O)N(CC(=O)Nc1cccc(Cl)c1Cl)c1ccccc1	-15%	12%	7%	0%	-11%	3%	1%	-3%	-4%
COc1ccc(-n2c(COc3ccc(Cl)cc3)nnc2SCc2ccc(C#N)cc2)cc1	-17%	11%	2%	-5%	1%	-8%[12.7 µM]	-8%	-7%	-6%
COc1ccc(NC(=O)c2ccc(S(=O)(=O)N3CCCC3)cc2)cc1OC	-22%	nt	1%	-2%	nt	24%[12.7 µM]	5%	nt	17%
Cc1ccc(-c2csc(NC(=O)c3ccc(S(=O)(=O)N4CCc5ccccc54)cc3)n2)cc1	-12%	-2%	-1%	-26%	5%	-16%	13%	-8%	5%
S=c1[nH]nc(COc2ccccc2)n1/N=C/c1ccc(Br)s1	-5%	-1%	-38%	-17%	?	7.9µM*	5%	-3%	-9%
COc1ccc(S(=O)(=O)N(CC(=O)NC2CC2)Cc2ccccc2)cc1	-9%	16%	-1%	-4%	3%	16%	-15%	1%	65%[activator]
CCCC(=O)NNC(=O)c1c(O)c2ccccc2[nH]c1=O	-15%	?	0%	-10%	-3%	6%	73%[activator]	-7%	2%
CC(Oc1ccccc1F)C(=O)NC1CCS(=O)(=O)C1 (stereo not drawn)	-4%	7%	2%	0%	3%	87%[activator]	?	-2%	59%[activator]
CCCC(=O)C1=C(O)C(C(=O)OC)C(C)(C)CC1=NCCCCCC(=O)O (stereo not drawn)	-17%	0%	-11%	1%	0%	5%	40%	-3%	1%
CCN(CC)S(=O)(=O)c1ccc(Cl)c(C(=O)Nc2cc(C)nn2-c2ccccc2C(F)(F)F)c1	nt	18%	-17%	nt	-23%	-5%[59 µM]	nt	0%	4%
O=C(NCCc1cccc(Cl)c1)c1ccc2c(c1)OCO2	-10%	0%	3%	6%	-8%	7%	10%	-1%	12%
CCOc1ccc(NS(=O)(=O)c2cc(C(=O)NCCCN3CCCC3=O)ccc2C)cc1	-5%	nt	2%	-4%	nt	6%[12.7 µM]	0%	nt	19%
Clc1cccc(Cl)c1Cn1cc(Br)cn1	-3%	4%	56%[activator]	-21%	?	56%[activator]	9%	-5%	8%
O=C(COC(=O)C1CCN(S(=O)(=O)c2cccs2)CC1)c1ccc2c(c1)OCCO2	-10%	?	25%	8%	-13%	18%	4%	0%	-6%
Cc1ccccc1NC(=O)CSc1cn(CC(=O)N2CCCCCC2)c2ccccc12	-19%	16%	-23%	6%	?	-12%[59 µM]	44%[activator]	-5%	nt
CC(C)NC(=O)COc1ccc(Cl)cc1Cl	0%	2%	2%	-4%	-12%	-6%	24%	0%	3%

4 of these compounds in a different format.
> CN(C)/N=C/c1cc([N+](=O)[O-])ccc1O
  Pol eta inh: -10% | POLB inh: 57%[activator] | BAZ2B block: ? | POLK inh: 4% | Anesthetic bind: -8% | G9a inh: -30% | POLI inh: 35%[activator] | BLM inh: 0% | APEX1 inh: ?
> Cc1ccc(-c2csc(NC(=O)c3ccc(S(=O)(=O)N4CCc5ccccc54)cc3)n2)cc1
  Pol eta inh: -12% | POLB inh: -2% | BAZ2B block: -1% | POLK inh: -26% | Anesthetic bind: 5% | G9a inh: -16% | POLI inh: 13% | BLM inh: -8% | APEX1 inh: 5%
> CN(CC(=O)N1CCCCC1)S(=O)(=O)c1cccc2cccnc12
  Pol eta inh: -10% | POLB inh: 6% | BAZ2B block: -6% | POLK inh: 9% | Anesthetic bind: -2% | G9a inh: ? | POLI inh: 12% | BLM inh: -1% | APEX1 inh: 6%
> C=CCOCCN(CCOCC=C)C1=NS(=O)(=O)c2ccccc21
  Pol eta inh: -8% | POLB inh: -3% | BAZ2B block: -6% | POLK inh: -29% | Anesthetic bind: -6% | G9a inh: 6% | POLI inh: ? | BLM inh: -1% | APEX1 inh: 2%

Just Anesthetic bind, BLM inh and BAZ2B block, for some of the entries so far:
SMILES | Anesthetic bind | BLM inh | BAZ2B block
CCCC(=O)NNC(=O)c1c(O)c2ccccc2[nH]c1=O | -3% | -7% | 0%
CC(Oc1ccccc1F)C(=O)NC1CCS(=O)(=O)C1 (stereo not drawn) | 3% | -2% | 2%

Further records:
SMILES	Pol eta inh	POLB inh	BAZ2B block	POLK inh	Anesthetic bind	G9a inh	POLI inh	BLM inh	APEX1 inh
N#Cc1ccc(C(=O)CSc2n[nH]c(=O)n2Cc2ccco2)cc1	-8%	15%	-23%	-3%	-13%	?	153%[activator]	1%	-7%
O=C(NCc1ccccc1)C(c1ccc(F)cc1)N(Cc1ccco1)C(=O)c1ccccn1 (stereo not drawn)	-11%	13%	-14%	-4%	-14%	18%[12.7 µM]	15%	-1%	1%
COc1ccccc1NC(=O)NNC(=O)COc1ccc2ccccc2c1	2%	1%	-3%	-15%	?	8%	-2%	-2%	-8%
COC(=O)CCC(=O)N1CCCC(CO)(Cc2ccccc2)C1 (stereo not drawn)	-17%	-1%	-3%	5%	-22%	25%[12.7 µM]	9%	-8%	-2%
CCN(CC)c1ccc(/C=N/Nc2nc(C)cc(C)n2)cc1	-20%	3%	?	10%	-5%	?	13%	0%	-2%
COc1ccc(NC(=O)CN2C(=O)CSC(C)C2=O)cc1 (stereo not drawn)	-26%	1%	-19%	0%	-7%	-2%	142%[activator]	-3%	-2%
Cc1ccc(OCCSc2cc(C)nc(N)n2)cc1	-14%	8%	5%	-15%	-24%	-1%	-5%	-7%	-11%
